ADAM10 inh: inhibits human ADAM10; O14672; recombinant ADAM10, EDANS/DABCYL FRET peptide cleavage, 3 h; inhibition, % at 7 µM; hit rate 0.62% among 370,000; AID 720582;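 active = inhibition above a per-campaign cutoff equal to the mean of compounds falling between control-based bounds plus 3 SD, cut at about 20% in these data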;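 note: 0% = DMSO wells while the 100% control is not disclosed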
Target sequence (O14672 214-748 limits assumed): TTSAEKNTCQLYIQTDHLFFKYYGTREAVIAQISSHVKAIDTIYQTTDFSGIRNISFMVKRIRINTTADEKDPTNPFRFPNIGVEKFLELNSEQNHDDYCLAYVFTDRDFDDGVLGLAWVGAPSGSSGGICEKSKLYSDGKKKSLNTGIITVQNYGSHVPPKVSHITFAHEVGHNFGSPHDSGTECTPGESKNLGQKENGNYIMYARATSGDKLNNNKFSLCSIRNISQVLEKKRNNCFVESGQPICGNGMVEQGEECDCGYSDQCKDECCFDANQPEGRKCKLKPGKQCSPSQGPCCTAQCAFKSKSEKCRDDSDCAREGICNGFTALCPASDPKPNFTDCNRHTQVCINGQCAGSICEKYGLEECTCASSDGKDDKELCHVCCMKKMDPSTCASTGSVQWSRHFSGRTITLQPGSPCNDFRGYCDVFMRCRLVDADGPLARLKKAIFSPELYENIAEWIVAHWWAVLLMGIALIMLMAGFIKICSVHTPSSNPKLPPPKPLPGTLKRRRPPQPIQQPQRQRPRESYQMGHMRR
ASAP1 GAP inh: blocks human ASAP1-stimulated Arf1 GTP hydrolysis | Q9ULH1 | GDP FP detection | inhibition, % at 16.5 µM | hit rate 0.19% among 360,000 | AID 624377; in the data active = inhibition above about 25%;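 note: 0% = vehicle with enzyme and substrate and 100% = no enzyme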
Target sequence (Q9ULH1 325-724 limits assumed): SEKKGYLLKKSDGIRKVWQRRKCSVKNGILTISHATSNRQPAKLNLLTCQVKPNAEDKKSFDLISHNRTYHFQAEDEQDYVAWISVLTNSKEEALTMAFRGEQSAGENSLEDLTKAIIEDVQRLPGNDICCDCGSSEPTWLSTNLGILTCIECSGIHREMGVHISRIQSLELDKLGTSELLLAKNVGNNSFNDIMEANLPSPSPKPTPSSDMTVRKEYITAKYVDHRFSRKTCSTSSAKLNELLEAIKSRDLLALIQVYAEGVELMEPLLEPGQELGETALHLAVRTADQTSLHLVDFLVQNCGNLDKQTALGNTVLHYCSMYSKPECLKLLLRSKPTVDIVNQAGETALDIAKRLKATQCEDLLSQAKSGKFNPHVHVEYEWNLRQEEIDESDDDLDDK
DDE Tn6 FP inh: DD(E)-Tn6 binding inhibition, primary FP screen | P02675 | Fibrin DD(E) TRITC-Tn6 fluorescence polarization displacement | inhibition, % at 8.3 µM | hit rate 0.21% among 370,000 | AID 720509;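 active = inhibition above a per-campaign cutoff: mean of compounds within control limits plus 3 SD, cut at about 15% in these data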;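 note: 0% = median of all compound wells on the plate and 100% = blocking peptide control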
PLCg1 inh: PLC-gamma1 (human) inhibition, primary screen. hit rate 0.84% among 370,000. P19174. AID 720700. inhibition, % at 12.2 µM. purified PLC-gamma1, fluorogenic substrate, fluorescence; in the data active = inhibition above about 9.5%
DDE Tn7 FP inh: DD(E)-Tn7 binding inhibition, primary FP screen. hit rate 0.13% among 370,000. inhibition, % at 8.3 µM. AID 720508. FP displacement of FITC-Tn7 peptide from fibrin DD(E); 0% = median of compound wells per plate. P02675;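 active = inhibition above the mean of compounds falling within the control limits plus 3 SD of them, cut at about 14% in these data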;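 note: 0% = plate median of compound wells and 100% = 10 µM Aha-Tn7 peptide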
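Measure: % inhibition scaled between sample-field median and high-control FP; Test system: human fibrin DD(E); Quantity: 2 µM final DD(E) protein; Doses: one dose, 8.3 µM nominal; Schedule: compound with protein 10 min, then 3 h after probe, room temperature; Detection: fluorescence polarization; Medium: Tris buffer with calcium and detergent, pH 7.8.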
ARFGAP1 inh: inhibits rat ARF GTPase activating protein 1; Q62848; inhibition, % at 16.5 µM; Arfgap1-stimulated ARF1 GTP hydrolysis, GDP FP detection; hit rate 0.26% among 360,000;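 active = inhibition above a per-plate limit, mean inhibition of low control wells plus 3 SD, cut at about 25% in these data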;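 note: 0% = DMSO wells with enzyme and 100% = wells lacking Arfgap1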
Target sequence (Q62848 1-136 limits assumed): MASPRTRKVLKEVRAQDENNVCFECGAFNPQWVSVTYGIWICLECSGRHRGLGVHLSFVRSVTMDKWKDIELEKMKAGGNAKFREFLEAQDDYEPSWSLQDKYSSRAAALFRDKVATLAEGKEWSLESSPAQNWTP
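Material: rat Arfgap1 GAP domain (His6, aa 1-136), purified enzyme. Also added: human ARF1(Δ1-17)-GTP substrate. Compound dosing: 16.5 µM single point, 1.26% DMSO. Timing: enzyme reaction 120 min at 25 °C after 20 min preincubation. Signal: GDP detection by fluorescence polarization. Read-out basis: percent inhibition of GAP-stimulated GDP formation, scaled between DMSO and no-Arfgap1 medians.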
ADAM17 inh: ADAM17 inhibition, QFRET primary screen; recombinant ADAM17, EDANS/DABCYL FRET peptide cleavage; P78536; hit rate 0.83% among 370,000; AID 720648; inhibition, % at 6.95 µM;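 active = inhibition above the mean of compounds lying between control limits plus 3 SD, set per campaign, cut at about 8.5% in these data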;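 note: 0% = DMSO-only wells as the low control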
PLCb3 inh: inhibitors of human phospholipase C beta3 | Q01970 | Purified PLC-beta3, fluorogenic substrate, fluorescence | inhibition, % at 12.2 µM | hit rate 0.18% among 370,000 | AID 720704; in the data active = inhibition above about 11%;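 note: 0% = median of compound wells on plate and 100% = full blocker control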
SIAE inh: inhibitors of human sialic acid acetylesterase SIAE; SIAE FP-Rh probe binding, fluorescence polarization; inhibition, % at 9.66 µM; hit rate 0.69% among 370,000;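 active = inhibition above a cutoff: mean of compounds within the control limits plus 3 SD of those, cut at about 17% in these data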;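 note: 0% = plate median of compound wells and 100% = probe without SIAE protein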
TDP2 inh: TDP2 (human) inhibition, absorbance primary screen; hit rate 0.34% among 370,000; inhibition, % at 12.8 µM; recombinant TDP2, T5PNP hydrolysis, p-nitrophenol absorbance 415 nm; AID 720702; O95551;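 active = inhibition above the mean of all tested compounds plus 3 SD, set per campaign, cut at about 25% in these data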;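 note: 0% = DMSO with enzyme and 100% = buffer with substrate but no TDP2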
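System – recombinant human TDP2 · Quantity – TDP2 enzyme at 120 nM final · Doses – single concentration, 12.8 µM nominal, with 1% DMSO · Incubation – 2 h at 37 °C · Measured by – epi absorbance of p-nitrophenol freed from T5PNP by hydrolysis · Read-out – % inhibition relative to enzyme-containing and enzyme-free wells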
* = called active by the depositor; i = inactive; & = joins results of further samples. Not a hit list, and some 3.6% of all compounds hit somewhere here.

SMILES	ADAM10 inh	ASAP1 GAP inh	DDE Tn6 FP inh	PLCg1 inh	DDE Tn7 FP inh	ARFGAP1 inh	ADAM17 inh	PLCb3 inh	SIAE inh	TDP2 inh
O=C(c1cccc(F)c1)N1CCN(Cc2ccc3c(c2)OCO3)CC1	12.8	7.9	8.1	-1.1	-3.0	2.4	0.9	3.8	-0.1	6.5
O=c1cc(-c2ccccc2)[nH]n1-c1ccccc1	-4.4	5.0	5.5	-0.9	2.7	7.0	-0.8	-13.6	10.6	75.5*
CC(C)C1C(=O)N(Cc2cn(CCC3OCCCO3)nn2)CCS(=O)(=O)N1Cc1ccc(-c2ccc(F)nc2)cc1 (stereo not drawn)	-1.5	-0.8	-6.1	0.8	-1.4	3.7	-4.0	-0.2	-0.2	-7.2
Cc1cc(C)cc(NC(=O)c2cnn(-c3ccccc3)c2C2CCNCC2)c1	0.7	6.7	2.5	-0.6	0.6	3.2	-2.6	-2.4	-2.8	8.2
CCNC(=O)C1CC(=O)N(Cc2ccc3c(c2)OCO3)C(=Nc2ccc(OCC)cc2)S1 (stereo not drawn)	-9.2	8.6	10.9	0.9	-8.4	-1.7	-0.6	1.4	-1.1	8.8
COc1ccc(S(=O)(=O)N2CCN(C)CC2)cc1C	-13.9	12.4	-7.8	-0.6	-7.4	9.8	-0.8	1.9	-1.8	-6.3
CCCN(CCC)C(=O)CSc1ncccc1C(=O)O	1.9	-13.2	-4.8	0.3	-3.5	16.4	3.6	4.3	3.0	13.1
O=C1N/C(=C/c2ccco2)C(=O)N1Cc1ccccc1F	-14.1	-4.5	4.6	-7.1	-1.6	0.6	-1.7	-13.3	0.7	-2.2
Cc1ccc(N(Cc2ccccc2)C(=O)c2cc(S(=O)(=O)N3CCOCC3)ccc2N2CCCC2)cc1	1.8	2.2	-0.1	0.1	4.5	-1.1	2.4	-6.5	4.0	5.2
Cn1c(N)c(C(C[N+](=O)[O-])c2ccccc2Cl)c(=O)n(C)c1=O (stereo not drawn)	7.2	56.2*	-8.9	0.7	7.7	10.9	-1.0	-2.8	6.9	0.5
Cc1ccc2nsnc2c1NS(=O)(=O)c1c(C)ccc2nsnc12	5.3	-6.7	1.4	1.6	-5.8	3.4	0.0	0.9	8.4	-9.7
Clc1ccc(C(c2nnnn2C2CCCC2)N2CCSCC2)cc1 (stereo not drawn)	3.1	11.3	5.7	2.5	2.7	-0.6	-0.9	4.8	-3.2	2.9
Cc1ccc(SCCNS(=O)(=O)c2ccc3c(c2)OCCO3)cc1	3.3	-9.8	2.7	1.9	-3.8	16.4	-2.4	-5.3	-0.8	-2.0
CCN(CC)S(=O)(=O)c1ccc(C(=O)NCC2(N3CCOCC3)CCCCC2)cc1	-3.7	-10.1	8.3	1.9	-1.3	-2.1	0.3	-5.0	-6.2	-6.5
CCn1cc(C(=O)N2CCN(c3ccc(C(C)=O)cc3)CC2)c2cc(OC)c(OC)cc2c1=O	-34.0	3.1	1.1	-10.1	9.9	8.6	-7.0	-10.2	-7.9	-28.6
O=C(Nc1cccc(S(=O)(=O)N2CCCCC2)c1)c1ccc(Cl)nc1	-6.1	0.7	-8.5	2.6	-6.8	5.8	3.5	-2.0	-6.2	-6.2
CC(=O)Nc1ccc2c(c1)nc1n2CCSC1	-51.8	11.9	1.6	-225.5	-1.3	1.9	-21.9	-303.9	3.7	-9.5
N#Cc1c(-c2ccccc2)nc(SCc2ccc([N+](=O)[O-])cc2)[nH]c1=O	0.4	2.2	2.7	-0.7	8.9	-3.6	-0.5	-11.0	-15.4	9.1
COc1ccc(CNC(=O)[C@H](C)NC(=O)C2CC(=O)N(c3ccc(OC)cc3)C2)cc1 (stereo partly drawn)	0.2	-10.9	5.8	-2.5	-5.2	-3.2	-1.7	-0.7	-6.5	-10.0
Cc1cc(=O)n(Cc2ccc(OC(C)C)cc2)c(=S)[nH]1	6.7	10.3	-0.4	5.6	-6.3	9.1	10.5*	-2.5	-5.9	-7.5
CC(C)C(c1nnnn1Cc1ccco1)N1CCN(c2nc3ccccc3s2)CC1 (stereo not drawn)	5.1	-3.4	-1.1	-3.9	0.3	0.7	-3.5	-0.5	0.9	5.7
Cc1ccc(NC(=O)CSc2nc(=O)n(CCCN3CCOCC3)c3c2CCCC3)c(C)c1	-9.5	8.6	0.1	2.7	-0.4	1.3	-1.8	-1.4	3.4	8.4
Cc1ccc(C(=O)NCCc2nnc3c(C(F)(F)F)cc(Cl)cn23)o1	-1.0	-14.1	5.2	-1.0	9.9	-7.7	-3.5	-6.0	6.8	21.1
CC(C)(C)c1ccc(C(=O)C2CCCN(C(=O)CCn3cncn3)C2)cc1 (stereo not drawn)	-6.5	1.6	-3.6	-2.7	-3.3	-4.2	-4.1	-5.6	3.1	21.8
CCCOc1ccccc1/C=N/NC(=O)C1CC1	2.4	-2.6	-4.6	-0.7	2.1	-6.5	-0.9	-8.9	4.9	-8.2

(more compounds)
SMILES	ADAM10 inh	ASAP1 GAP inh	DDE Tn6 FP inh	PLCg1 inh	DDE Tn7 FP inh	ARFGAP1 inh	ADAM17 inh	PLCb3 inh	SIAE inh	TDP2 inh
Cc1cc(C)c(S(=O)(=O)N2CCOC2CNC(=O)C(=O)NCc2ccccn2)c(C)c1 (stereo not drawn)	0.3	4.0	6.0	-2.6	-1.8	0.2	-1.2	-0.2	1.9	6.1
COc1ccc(NC(=O)C2CCCN2C(=O)NCc2ccccc2)cc1 (stereo not drawn)	7.0	4.7	1.7	2.8	-0.6	-3.2	-2.4	4.3	-1.4	-4.7
CCc1cccc2[nH]c3cc([N+](=O)[O-])ccc3c12	-3.2	8.6	3.2	-10.4	3.1	2.9	-6.2	-26.3	-6.4	-10.7
O=C(CNC(=O)c1ccco1)Nc1cc(Cl)ccc1N1CCOCC1	4.6	-9.9	-2.2	-0.1	10.6	13.7	-4.8	-1.3	8.6	-5.8
N#Cc1c2c(c[nH]c1=O)CCN2Cc1ccccc1	-13.0	4.2	-8.6	-9.3	5.0	3.2	-15.2	-14.1	-7.9	-11.9
CCCCNc1c(-c2ccc(OC)c(SC3CCCCC3)c2)nc2ccc(C)cn12	-284.4	-2.6&6.6	3.1&-3.7	i	-2.1&-0.6	19.4&23.7	-73.0&-169.8	i	2.9&11.1	-17.4&-2.8
Cc1ccc(C(=O)N/C(=C\c2ccccc2)C(=O)NCc2ccncc2)cc1	-0.8	11.6	10.2	-0.5	6.0	-0.2	-4.0	-6.2	0.0	-5.6
CS(=O)(=O)Cc1ccc(C(=O)NC2CCSc3ccccc32)cc1 (stereo not drawn)	6.7	11.4	-0.7	1.1	1.6	-0.5	-0.4	-6.9	8.0	3.5
Cc1ccc(S(=O)(=O)N2CCN(C(=O)COC(=O)/C=C/c3ccc(OC(F)F)cc3)CC2)cc1	1.6	14.0	-0.8	-0.7	-2.1	9.8	5.1	-5.9	-2.9	-10.3
Nc1nc(CSc2nc3ccccc3s2)nc(N2CCOCC2)n1	0.7	-11.6	0.1	4.6	-2.2	6.4	1.5	1.4	2.6	6.5
O=C(NC1CCCCC1)N1CCCCCCC1	-5.6	15.8	0.1	2.3	5.2	-3.6	-3.7	-1.9	1.6	-3.6
COc1cccc(C(C(=O)NC2CCCC2)N(C(=O)c2ccco2)c2ccc(NC(C)=O)cc2)c1OC (stereo not drawn)	-5.2	-2.8	9.2	4.0	-4.1	4.0	2.7	-2.3	5.5	-0.9
CCCC(=O)Nc1nc(C(=O)OCC)cs1	-2.9	-2.6	3.0	2.3	5.3	-1.6	-0.8	1.6	-12.4	-3.8
CC(=O)Nc1ccc(S(=O)(=O)N2CCN(C(=O)C(=O)c3cccc(C(F)(F)F)c3)CC2)cc1	2.9	-2.7	-0.1	1.7	0.1	-8.8	-2.7	-1.6	-5.8	13.1
CCOC(=O)Cc1csc(/N=C/c2c(O)n(-c3ccc(C)cc3C)c(=O)c3ccccc23)n1	-313.7	-3.0	-1.1	-146.3	-3.6	-3.5	-80.5	-172.5	9.8	-2.6
CCCCCCC1/C(=N\NC(=O)c2ccccc2)CCC1C(=O)OC (stereo not drawn)	-0.3	5.6	0.1	4.0	-0.6	8.4	3.7	-0.1	-1.0	8.2
CCOc1ccc(-c2c(C(=O)N/N=C/c3ccc(C)o3)nnn2-c2nonc2N)cc1	4.2	-3.6	2.9	-9.6	-0.8	-0.2	1.6	-21.2	-1.1	-6.9
Cc1ccc(CNC(=O)C(=O)NCC2OCCN2S(=O)(=O)c2cccs2)cc1 (stereo not drawn)	-3.5	2.9	-4.1	4.9	-5.3	2.5	4.2	4.8	-2.1	-4.8
CCc1c(-c2ccc(F)cc2)ncn1Cc1cccc(-c2ccccc2)c1	13.5	0.7	4.3	0.1	7.1	1.4	6.7	2.7	-4.3	-5.4
COc1cccc(C(=O)NCCS(=O)(=O)N2CCCCCC2)c1	5.2	-7.9	5.8	2.2	-4.5	-3.0	4.2	1.4	-4.0	-7.2
CCOc1ccccc1NC(=S)Nc1ncccc1C	1.9	-5.5	4.2	1.3	9.0	1.1	0.8	0.4	2.4	-1.4

A different layout for 7 compounds above:
ADAM10 inh	ASAP1 GAP inh	DDE Tn6 FP inh	PLCg1 inh	DDE Tn7 FP inh	ARFGAP1 inh	ADAM17 inh	PLCb3 inh	SIAE inh	TDP2 inh	Compound
-313.7	-3.0	-1.1	-146.3	-3.6	-3.5	-80.5	-172.5	9.8	-2.6	CCOC(=O)Cc1csc(/N=C/c2c(O)n(-c3ccc(C)cc3C)c(=O)c3ccccc23)n1
-0.3	5.6	0.1	4.0	-0.6	8.4	3.7	-0.1	-1.0	8.2	CCCCCCC1/C(=N\NC(=O)c2ccccc2)CCC1C(=O)OC (stereo not drawn)
4.2	-3.6	2.9	-9.6	-0.8	-0.2	1.6	-21.2	-1.1	-6.9	CCOc1ccc(-c2c(C(=O)N/N=C/c3ccc(C)o3)nnn2-c2nonc2N)cc1
-3.5	2.9	-4.1	4.9	-5.3	2.5	4.2	4.8	-2.1	-4.8	Cc1ccc(CNC(=O)C(=O)NCC2OCCN2S(=O)(=O)c2cccs2)cc1 (stereo not drawn)
13.5	0.7	4.3	0.1	7.1	1.4	6.7	2.7	-4.3	-5.4	CCc1c(-c2ccc(F)cc2)ncn1Cc1cccc(-c2ccccc2)c1
5.2	-7.9	5.8	2.2	-4.5	-3.0	4.2	1.4	-4.0	-7.2	COc1cccc(C(=O)NCCS(=O)(=O)N2CCCCCC2)c1
1.9	-5.5	4.2	1.3	9.0	1.1	0.8	0.4	2.4	-1.4	CCOc1ccccc1NC(=S)Nc1ncccc1C

From PubChem BioAssay
